# Source: PubChem
# GALK inh: galactokinase (human) inhibition | P51570 | Purified GALK, Kinase-Glo residual ATP luminescence | Potency, µM (top dose mostly 57.5 µM), inactives show top-dose activity change, negative = inhibition, usual class: inhibitors | 0.007% of 270,000 active | AID 1868; further: potency means the concentration at half of the fitted maximal effect; on the % scale 0 is the no-effect control and ±100 the full control effect
#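 GALK at 5 nM final was combined with compound, 35 uM ATP and 100 uM galactose in HEPES pH8.0 with MgCl2 and DTT. The reaction ran one hour at room temperature before luminescent ATP detection.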
# A-T KAP1 phos: potential ataxia-telangiectasia treatments restoring KAP-1 phosphorylation; Potency, µM (series often up to 57.5 µM), for inactives: at the highest dose activation, most hits filed as activators; 0.19% of 320,000 active; […] A-T fibroblasts, KAP-1 phosphorylation AlphaLISA; neocarzinostatin DNA damage 30 min before lysis; further: potency means the concentration at half of the fitted maximal effect; % of control where 0% means no effect; nearly all actives have a fitted effect of over 45% in size
#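 ATM-like activity read as KAP-1 phosphorylation via AlphaLISA donor/acceptor antibody pairs after lysis and 6 hr at 25C. Cells were ATM-null patient fibroblasts ([…], hTERT), dosed 60 min, then exposed to the DSB inducer NCS for 30 min.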
# KCNH2 3.1 inh: blocks the human KCNH2 3.1 channel isoform; U2OS KCNH2 3.1, thallium flux FluxOr; hits give low values; activity change, % (tested at about 1.8 µM); 0.95% of 340,000 active;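 active means maximum activity change below -70%; inconclusive means maximum activity change from -70% to -50%; inactive means maximum activity change above -50%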;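 further: thallium influx rate constant from kinetic fluorescence after stimulation buffer; on the % scale 0 is the no-effect control and ±100 the full control effect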
#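 Steps: virus added to U2OS suspension (4 h, RT, dark); medium with 10% FBS added, cells plated, 37 C overnight; FluxOr/Red40 loading buffer 45 min RT; stimulation buffer, 2 min kinetic read; rate constant normalized.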
# MBNL1 CUG block: blocks human MBNL1 binding to CUG repeat RNA; Potency, µM (highest dose often 57.5 µM), inactives show at the top dose activity change, negative = inhibition, usual class: inhibitors; Q9NR56; AID 2675; TR-FRET MBNL1-His/biotin-(CUG)12 binding, 665/545 ratio; 0.036% of 280,000 active; active means well fitted inhibition curve with a large enough effect in the signal ratio, with a control signal flat, not every such curve was filed as active; inconclusive means small, poorly fitted or top-dose-only effect, or effect the other way, or a change in a side signal; inactive means no such curve, though single readings can be large or run the other way; the % refers to the signal ratio; further: potency means the concentration at half of the fitted maximal effect; on the % scale 0 is the no-effect control and ±100 the full control effect
# Target sequence (Q9NR56 whole entry, looked up): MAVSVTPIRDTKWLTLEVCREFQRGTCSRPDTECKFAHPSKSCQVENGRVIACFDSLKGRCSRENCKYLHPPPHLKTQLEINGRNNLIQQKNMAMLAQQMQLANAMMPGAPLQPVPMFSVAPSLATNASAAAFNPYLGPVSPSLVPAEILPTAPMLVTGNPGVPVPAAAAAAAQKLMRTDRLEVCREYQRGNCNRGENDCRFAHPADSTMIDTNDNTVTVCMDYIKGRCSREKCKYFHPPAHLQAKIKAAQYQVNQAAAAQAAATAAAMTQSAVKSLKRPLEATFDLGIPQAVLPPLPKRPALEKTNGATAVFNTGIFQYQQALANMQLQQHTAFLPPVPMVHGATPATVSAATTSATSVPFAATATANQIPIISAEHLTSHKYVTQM
#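 Compound titration spanned 92 nM–58 uM against the MBNL1-His/biotin-(CUG)12 complex. After 60 min at room temperature with 5 nM streptavidin-XL665 and 0.055 ng/ul terbium anti-His, ratiometric 665/545 nm emission (Ex 340 nm) normalized to controls.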
# ASM inhibitor: inhibitors of human secretory acid sphingomyelinase. P17405. placental ASM, HMU-PC fluorogenic substrate, 60 min. Potency, µM (highest dose often 57.5 µM), for inactives: at the top dose activity change, negative = inhibition, usual class: inhibitors. 0.006% of 340,000 active. AID 504937; further: potency means the concentration at half of the fitted maximal effect
# Target sequence (P17405 47-631 limits assumed): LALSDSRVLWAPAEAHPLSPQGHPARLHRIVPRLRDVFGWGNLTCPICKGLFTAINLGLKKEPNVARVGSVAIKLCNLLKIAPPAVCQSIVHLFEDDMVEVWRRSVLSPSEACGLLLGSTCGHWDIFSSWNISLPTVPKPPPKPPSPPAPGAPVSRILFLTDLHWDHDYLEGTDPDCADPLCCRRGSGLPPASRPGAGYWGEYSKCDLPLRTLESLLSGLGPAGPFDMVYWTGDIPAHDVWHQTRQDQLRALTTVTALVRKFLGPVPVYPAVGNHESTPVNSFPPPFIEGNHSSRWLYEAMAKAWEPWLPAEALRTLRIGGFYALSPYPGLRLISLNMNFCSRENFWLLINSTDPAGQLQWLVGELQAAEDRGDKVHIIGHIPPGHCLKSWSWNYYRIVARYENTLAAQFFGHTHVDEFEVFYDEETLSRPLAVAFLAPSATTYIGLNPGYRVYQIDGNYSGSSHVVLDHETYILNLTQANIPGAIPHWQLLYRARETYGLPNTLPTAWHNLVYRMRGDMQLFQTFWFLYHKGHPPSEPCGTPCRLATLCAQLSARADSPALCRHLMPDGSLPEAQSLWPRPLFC
#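 Fluorescence read-out (Ex 386 nm, Em 447 nm) after stopping the reaction at pH 10. Enzyme: ASM from human placenta; substrate HMU-PC0, 9 uM final; 60 min, 37 °C. Compound preincubation 10 min, ambient temperature.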
# hERG WT inh: blocks the wildtype human KCNH2 potassium channel; Q12809; activity change, % at 1.84 µM; U2OS, BacMam KCNH2, thallium flux FluxOr; hits give low values; 0.37% of 340,000 active;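 active means maximum activity change below -70%; inconclusive means maximum activity change between -70% and -50%; inactive means maximum activity change above -50%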; further: on the % scale 0 is the no-effect control and ±100 the full control effect
#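 U2OS cells transduced with wild-type KCNH2 virus are loaded with FluxOr dye for 45 min, and thallium flux is measured in kinetic reads before and after stimulation buffer. Rate constants are normalized to DMSO controls.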
# Integrin act MD: activators of alpha7 integrin expression for muscular dystrophy; alpha7betagal myoblasts, beta-gal FDG fluorescence, 48 h; Potency, µM (series often up to 38.3 µM), for inactives: at the highest dose activation, usual class: activators; 0.064% of 350,000 active; AID 624291;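 further: potency means the concentration at half of the fitted maximal effect; 100% = response of the positive control SU9516; nearly all actives have a fitted effect of over 60% in size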
#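 alpha7betagal+/- myoblasts (passage 13, 250/well) treated 48 h at 37C with compounds at 1:260 dilution of DMSO stock. Lysed, then beta-galactosidase activity read as FDG fluorescence (ex 480/em 540) after 30 min, with pre-read for autofluorescence.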
# TRPV1 agonist: activates the human vanilloid receptor TRPV1; Q8NER1; TRPV1-expressing cells, Fluo-8 calcium influx, agonist mode; activation, % at 8.33 µM; 0.19% of 320,000 active; AID 540275; in the data active means activation above about 80%; inconclusive means between about 30% and that limit; further: 0% is about no effect
#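 Fluo-8 calcium influx in TRPV1-expressing cells, kinetic read (ex 480/em 520 nm). Compound added and read 3 min for agonist activity, followed by capsaicin at EC20 final and 2 min further read for enhancement.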
# MLL CXXC-DNA inh: inhibitors of human MLL CXXC domain-DNA interaction; Q03164; MLL-CXXC / FITC-HOXA9 DNA fluorescence polarization; Potency, µM (top dose mostly 115 µM), inactives show top-dose activity change, negative = inhibition, most hits filed as inhibitors; 0.037% of 290,000 active; AID 2662; active means well fitted inhibition curve with a large enough effect in the polarisation, with a control signal flat, not every such curve was filed as active; inconclusive means small, poorly fitted or top-dose-only effect, or effect the other way, or a change in a side signal; inactive means no such curve, though single readings can be large or run the other way; the % refers to the polarisation; further: potency means the concentration at half of the fitted maximal effect
#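 Fluorescence polarization: 7 uM MLL-CXXC (stock) preincubated 5 min with compounds, then 50 nM fluorescein-HOX-A9 DNA (stock) added; 30 min ambient. Buffer 50 mM Tris-HCl pH 7.5, 50 mM NaCl, 1 mM DTT, 0.05% BSA.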
# Coupling enz: inhibits coupling enzyme system, counter-screen for aldolase hits | coupling enzyme system counterscreen, AmpLite Red fluorescence | activity change, negative = inhibition, % at 58.2 µM, hits read low | 0.67% of 290,000 active | AID 2472; in the data active means activity change below about -30%; further: on the % scale 0 is the no-effect control and ±100 the full control effect
#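 Compounds tested against the coupling enzymes alone at 57.5 uM final; readout was AmpLite Red fluorescence (525/598 nm) after 20 min at RT.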
# An asterisk follows results filed as active; i = inactive; u = inconclusive; x = not tested or not shown; & = joins results of further samples; [ ] = remark or other dose. Unless noted, the call rests on the fitted dose curve; in most records, active means well fitted curve in the direction sought with a large enough effect; inconclusive means small, poorly fitted or top-dose-only effect, or another doubt; inactive means no such curve, though single readings can be large; an effect the other way counts as inactive or inconclusive.
# Sample of the layout (2 entries):
# Values in the order – MBNL1 CUG block	TRPV1 agonist	A-T KAP1 phos	MLL CXXC-DNA inh	KCNH2 3.1 inh	Coupling enz	GALK inh	ASM inhibitor	Integrin act MD	hERG WT inh
> CCCn1c(COc2ccccc2OC)nc2ccccc21
  -4%	u	24%	4%	4	0	-8%	2%	-26%	2
> CSc1cc(C)nc(N(C)C(C)=O)n1
  13%	-2	11%	0%	-26	10	4%	4%	11%[7.66 µM]	-8

# The list itself, previewed entries included:
# Values in the order – MBNL1 CUG block	TRPV1 agonist	A-T KAP1 phos	MLL CXXC-DNA inh	KCNH2 3.1 inh	Coupling enz	GALK inh	ASM inhibitor	Integrin act MD	hERG WT inh
> CCCn1c(COc2ccccc2OC)nc2ccccc21
  -4%	u	24%	4%	4	0	-8%	2%	-26%	2
> CSc1cc(C)nc(N(C)C(C)=O)n1
  13%	-2	11%	0%	-26	10	4%	4%	11%[7.66 µM]	-8
> CCCn1c(C(O)c2ccc3c(c2)OCO3)nc2ccccc21 (configuration not stated)
  -3%	0	4%	2%	1	2	6%	-2%	-5%	14
> C/C(=N\Nc1nc(C)cc(-c2ccccc2)n1)c1cccc(N)c1
  6%	-2	2%	-1%	-19	-1	4%	-3%	-7%	-4
> Cc1sc2nc(SCc3nnc(-c4cccs4)o3)n(C3CCCC3)c(=O)c2c1C
  8%	1	-1%	0%	-13	4	8%	-9%	5%	-15
> C=CCNc1nnc(Cl)c2ccccc12
  -3%	9	-2%	-1%	-14	1	-9%	-2%	4%	-3
> COC(=O)c1cccc(NC(=O)C23CC4CC(C2)CC(n2cncn2)(C4)C3)c1
  -18%	4	x	4%	-13	1	0%	-3%	-7%	-12
> CC1CCC2C(=O)N(c3cccc(OS(=O)(=O)c4ccccc4)c3)C(=O)C2C1 (configuration not stated)
  4%	15	-3%	18%	-6	-2	x	-4%	9%	3
> CC(=O)NC12CC3CC(C1)CC(C(=O)N1CCN(S(=O)(=O)c4cccs4)CC1)(C3)C2
  x	10	-3%	x	5	x	x	-1%	3%	9
> COc1ccc(-n2nc(C(=O)NCC(=O)NCc3ccccc3OC)c3ccccc3c2=O)c(OC)c1
  12%	8	-3%	11%	-6	-1	8%	-2%	10%	-11
> CCCc1cc(C(=O)NCCc2ccccc2)no1
  -8%	u	12%	6%	0	1	0%	3%	5%	-6
> Cc1cc(OCc2cc3c(cc2Cl)OCO3)c2c(C)cc(=O)oc2c1
  -11%	1	1%	0%	-3	1	2%	2%	-9%	1
> O=C(Nc1ccccc1C(F)(F)F)c1ccsc1
  0%	-2	-1%	-2%	7	-1	2%	1%	-12%	-3
> Nc1nnc(SCC(=O)Nc2cc(F)ccc2F)s1
  x	6	-2%	x	26	x	x	5%	8%	6
> COc1cc(-c2nnc(SCC(=O)N3CCCC3)o2)cc(OC)c1OC
  -1%	2	10%	-10%	1	0	1%	-1%	-8%	6
> C=CCn1nnnc1-c1cc(Cl)cc(Cl)c1
  -1%	0	0%	-1%	-21	-2	0%	1%	3%	8
> CCCCNC(=S)NNC(=O)c1csc2c1CCC(C)C2 (configuration not stated)
  7%	16	-2%	0%	-1	0	5%	-4%	-11%	-4
> COc1cccc(OCC(O)CN2CCN(c3ccc(Cl)cc3)CC2)c1 (configuration not stated)
  4%	1	-3%	7%	-34	0	-2%	1%	24%	35
> CC(=O)OCC(=O)Nc1ccc(Cl)cc1Cl
  2%	0	1%	0%	3	5	2%	1%	5%	-12
> COCCNC(=O)c1ccc2c(=O)n(Cc3ccco3)c(SCC(=O)NC3CCCC3)nc2c1
  -15%	-4	-2%	0%	6	-1	2%	1%	-6%	-18
> CCC(=O)Nc1cc(C)c(NC(=O)c2ccco2)cn1
  -7%	13	-7%	4%	3	1	0%	1%	-7%	-4
> COc1ccccc1N=NC1C(=O)N(C(N)=S)N=C1C (configuration not stated)
  u	-2	-3%	u	0	0	-4%	-3%	7%	2
> O=c1cc(-c2ccccc2)oc2cccc(O)c12
  x	x	x	x	-2	1&-2	x	-6%	-4%	-5
> Cn1c(CNc2ccccc2)cc(=O)n(C)c1=O
  10%	2	7%	0%	0	2	2%	0%	-9%	-15
> CCOC(=O)c1cc(S(=O)(=O)N2CCN(C(=O)OCC)CC2)cn1C
  -19%	-1	2%	4%	-5	6	-2%	1%	10%	12
> COc1ccc(COc2ccccc2C(N)=O)cc1F
  1%	3	7%	-3%	3	1	x	3%	-23%	i
> C=C1C[C@]23C[C@@]1(O)CC[C@H]2[C@@]12C=C[C@H](O)[C@@](C)(C(=O)O1)[C@H]2[C@@H]3C(=O)O
  x	-1&1	9%&1%	x	-13&-8	x	x	7%&-4%	x	-3&0
> COc1cccc(C2c3[nH]c4ccccc4c3C[C@H]3C(=O)N(CCCCCO)CC(=O)N23)c1 (some centres not stated)
  -4%	5	-3%	9%	-14	3	7%	0%	u	63
> CC1CCC(NC(=O)C2CCN(C(=O)NC3CCCCC3)CC2)CC1 (configuration not stated)
  -10%	7	18%	-2%	x	1	7%	x	x	x
> COc1ccc(C(=O)NC(=S)NNC(=O)c2cnccn2)cc1
  -21%	-1	6%	-2%	4	-4	1%	-1%	3%	-7

# Continuation:
# Values in the order – MBNL1 CUG block	TRPV1 agonist	A-T KAP1 phos	MLL CXXC-DNA inh	KCNH2 3.1 inh	Coupling enz	GALK inh	ASM inhibitor	Integrin act MD	hERG WT inh
> CC(=O)c1ccc(Cc2ccc(C(C)=O)cc2)cc1
  x	5	2%	u	-3	4	10%	-1%	5%	-1
> COc1cccc(CN(C)CC(=O)NC(=O)NCc2ccco2)c1
  -5%	-4	-6%	16%	-3	3	0%	9%	15%	2
> COc1ccc(NC(=O)COC(=O)CO/N=C(\C)c2ccc3c(c2)OCO3)cc1S(N)(=O)=O
  x	-2	0%	x	24	x	x	-3%	-3%	4
> Nc1nnc2cc(Cl)ccc2n1
  x	x	x	x	15	x	x	-3%	43%	-3
> CCc1ccc(NC(=O)c2cnc3scc(C)n3c2=O)cc1
  5%	27	8%	-6%	-21	-1	-1%	19%	0%	-40
> O=C(Nc1cccc(Cl)c1)c1ccc2ncsc2c1
  -5%	u	16%	17%	-1	1	x	-7%	-15%	x
> O=C1CC2(CCN(S(=O)(=O)c3ccccc3F)CC2)Oc2ccccc21
  x	13	3%	x	-17	x	x	1%	26%	9
> COC(=O)c1ccc(NC(=O)C(=O)N2CCN(C(=S)NCCc3ccccc3)CC2)cc1
  -6%	u	-2%	3%	-15	-3	-1%	-6%	13%	7
> Cc1ccc2nsnc2c1S(=O)(=O)NC1CC1
  u	-2	-5%	-5%	2	-4	-2%	2%	6%	-13
> CCCCOc1ccc(C2=CSC3=NCCN23)cc1[N+](=O)[O-]
  u	1	-18%	10%	-35	2	9%	-4%	0%	29
> CC(Sc1ccc(Cl)cc1)C(=O)Nc1ccccc1-c1ccccc1 (configuration not stated)
  u	-3	32%	27%	3	6	0%	-4%	9%	-6
> O=C(NNC1CC(=O)N(c2ccc3c(c2)OCCO3)C1=O)c1ccc(Cl)cc1 (configuration not stated)
  -1%	-2	-1%	5%	-6	4	0%	0%	-16%	3
> CCOC(=O)C1=C(Nc2ccc(OC)cc2)OCC1=O
  1%	-5	-5%	2%	3	4	x	-2%	8%	1
> COc1ccc2nc(NC(=O)C34CC5CC(CC(NC(C)=O)(C5)C3)C4)sc2c1
  4%	u	14%	21%	11	x	4%	-3%	0%	3
> O=S(=O)(Nc1ccc(Cl)cn1)c1ccccc1
  -4%	0	0%	-12%	2	2	5%	4%	15%	2
> COc1cccc(SCc2noc(C(=O)NC(C)C)c2C(=O)O)c1
  -4%	-3	-1%	-5%	14	7	-3%	6%	9%	3
> CC(C)[C@H](NC(=O)c1ccccc1Cl)C(=O)OCC(=O)Nc1ccc(S(=O)(=O)N2CCOCC2)cc1
  x	x	28%	x	-3	x	x	1%	12%	-3
> CCOc1ccc(N(CC(=O)Nc2ccc(OC)cc2OC)S(=O)(=O)c2c(C)[nH]c(=O)[nH]c2=O)cc1
  -2%	-3	0%	1%	-5	x	4%	0%	-18%	2
> Fc1cccc(CSc2ccc3nnc(-c4cccnc4)n3n2)c1
  3%	u	1%	5%	-6	-1	-2%	-1%	-4%	2
> COc1cccc(NC(=O)c2cc(-c3ccc(OC)cc3OC)nc3ccccc23)c1
  x	x	x	x	9	x	x	7%	-17%	-8
> Cn1cccc1C(=O)NC(=O)COC(=O)CNS(=O)(=O)c1ccc(Br)cc1
  -1%	-2	0%	1%	4	1	-1%	-1%	-15%	-11
> O=c1[nH]cnc2scc(-c3ccccc3)c12
  -8%	-1	0%	-5%	1	0	0%	0%	-15%	4
> N#C/C(=C\c1ccc(OCc2cccc(C(=O)O)c2)cc1)C(=O)NCc1ccco1
  5%	6	12%	-25%	17	17	5%	2%	-33%	2
> O=C(COC(=O)c1cnc(Cl)c(Cl)c1)NCc1cccs1
  -4%	12	-8%	-7%	4	1	12%	-2%	20%	19
